Compound activity as filed in PubChem BioAssay.
PolyA inh – inhibitors of polyadenylation in S. cerevisiae; S. cerevisiae SKY197-pL101 polyadenylation reporter, beta-gal luminescence; efflux-impaired pdr1/pdr3 knockout yeast; score 100 = 6 SD above DMSO; AID 1875; calls only at 12 µM; 300,000 tested, 0.02% active;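 active = lowest replicate activity score at least 50, where 100 means six control SD above control mean; inconclusive = lowest score under 50 but half or more replicates reach 50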;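 note: yeast exposed to compound for 9 h at 30 °C; higher score means more reporter readthrough which indicates perturbed polyadenylation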
Dyrk1A ADPGlo – blocks rat Dyrk1A kinase activity; Q63470; ADP-Glo luminescence, NFATc1 peptide; inhibition, % at 12.5 µM; 310,000 tested, 0.43% active; in the data active = inhibition above about 50%;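 note: plate controls were vehicle with enzyme for no effect and no enzyme for full effect; many of its hits are not listed in these tables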
KCNK9 block – human KCNK9 channel inhibition. 310,000 tested, 1.2% active. HEK293 KCNK9, FluxOR thallium flux fluorescence; hits give low values. B-score at 10 µM. AID 488922;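 active = ratio B-score over 3 SD below the library mean, with starting fluorescence within 5 SD of its mean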;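 note: negative B-score means less thallium flux so channel inhibition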
KCNQ1 inh – human KCNQ1 channel inhibition; B-score at 10 µM; CHO-K1 KCNQ1, FluxOR thallium flux fluorescence; hits give high values; P51787; AID 2642; 310,000 tested, 1.3% active;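 active = compounds whose thallium flux B-score, printed positive for inhibition, exceeds three library SD while starting fluorescence stays within three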;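 note: channel opened by potassium depolarization with thallium stimulus after 20 min compound exposure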
RGS4 pot – potentiators or activators of RGS4 | HEK293 M3R/inducible RGS4, carbachol calcium flux Fluo4; hits give low values | B-score at 10 µM | 310,000 tested, 0.92% active;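 active = B-score of the integrated calcium signal more than 4 SD below the library mean, with starting fluorescence not abnormally high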;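 note: negative B-score means reduced calcium response which marks RGS4 activation or potentiation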
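test system = M3R-expressing HEK293 line, RGS4 induced by doxycycline | probe or stimulus = carbachol at ECmax as muscarinic agonist stimulus | timing = dye loading 30 min 37 °C, buffer rest 30 min RT | signal = calcium dye Fluo4 fluorescence | evaluation = B score from integrated fluorescence ratio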
hERG rescue – shields human hERG channel from block by proarrhythmic agents; Q12809; CHO-hERG, FluxOR thallium flux, dofetilide IC70 present; activation (rescue from dofetilide block), less the hit threshold, % at 10 µM; 310,000 tested, 0.51% active; AID 1511;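 active = activation above the mean of controls blocked by dofetilide plus 5 SD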;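 note: thallium influx through hERG after potassium depolarization seen as dye fluorescence rise; in these data hits start at about 4.7%; inactives centre near -7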
GSK3beta inhib – inhibitors of human GSK3beta kinase; P49841; GST-GSK3beta kinase, ADP-Glo luminescence, 60 min; hits give low values; activity score (negative = inhibition), % at 10 µM; 300,000 tested, 0.038% active; AID 2097;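 active = more than half of replicate wells score below -50%, meaning over 50% inhibition versus plate controls; inconclusive = some replicates but at most half score below -50%; inactive = no replicate scores below -50%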;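 note: 0% = median DMSO wells and -100% = median GW8510 positive control wells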
Target sequence (P49841 whole entry, looked up): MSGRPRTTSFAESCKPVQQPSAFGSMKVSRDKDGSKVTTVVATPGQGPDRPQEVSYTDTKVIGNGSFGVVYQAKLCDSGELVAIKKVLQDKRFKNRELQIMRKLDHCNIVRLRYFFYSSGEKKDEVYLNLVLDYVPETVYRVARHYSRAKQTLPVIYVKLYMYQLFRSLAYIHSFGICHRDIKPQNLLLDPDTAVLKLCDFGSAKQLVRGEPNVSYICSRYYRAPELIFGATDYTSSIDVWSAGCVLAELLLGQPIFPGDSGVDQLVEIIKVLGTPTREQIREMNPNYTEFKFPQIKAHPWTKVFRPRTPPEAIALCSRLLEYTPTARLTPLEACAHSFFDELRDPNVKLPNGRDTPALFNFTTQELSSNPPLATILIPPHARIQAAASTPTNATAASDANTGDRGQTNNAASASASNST
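Test system: GST-fused GSK3beta enzyme, cell-free | Quantity: 1.6 ng GST-GSK3beta enzyme per well | Reagent: 25 µM ATP with peptide substrate | Schedule: 60 min enzyme reaction, room temperature | Signal: Luminescent ADP-Glo measurement of ADP formed | Read-out basis: Score relative to plate controls | Control set: DMSO and 20 µM GW8510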
KCNQ1 pot – potentiators or activators of human KCNQ1 potassium channel; CHO-K1 KCNQ1, thallium flux FluxOR fluorescence; hits give high values; B-score at 10 µM; 310,000 tested, 0.35% active;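 active = fluorescence ratio B-score, a plate-corrected score, at least three library SD, with initial intensity B-score within 5 SD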
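Doses: Single concentration per compound, DMSO matched to controls | Test system: KCNQ1-transfected CHO-K1 cells | Timing: 90 min dye loading and 20 min compound exposure, both at room temperature | Measured by: Kinetic FluxOR thallium fluorescence, 10-s 1-Hz baseline, 110-s post-stimulus read | Medium: Assay buffer with matched DMSO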
HDAC3 inhib – blocks human histone deacetylase 3; recombinant HDAC3, fluorogenic peptide/trypsin coupled, fluorescence; inhibition, % at 8.3 µM; 320,000 tested, 0.15% active; AID 2718; in the data active = inhibition above about 26%, passing the limit was not always enough; inconclusive = no clear call, values can overlap the other calls
GSK3 alpha inh – inhibitors of human GSK-3 alpha kinase | inhibition, % at 10 µM | 320,000 tested, 0.1% active | ADP-Glo luminescence, 60 min | AID 2650 | P49840;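 in the data active = inhibition above about 50%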;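 note: GST-tagged GSK-3 alpha with peptide substrate and 25 µM ATP; 0% = DMSO neutral wells and 100% = GW8510 positive control wells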
KCNK3 inh – human KCNK3 channel inhibition, primary screen; CHO-KCNK3 thallium flux, FluxOR fluorescence; hits give low values; B-score at 10 µM; 340,000 tested, 0.84% active;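 active = B-score under library mean minus 4 SD, starting fluorescence ratio at most library mean plus 5 SD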;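 note: more negative B-score means stronger inhibition of thallium flux through KCNK3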
Target sequence (O14649 whole entry, looked up): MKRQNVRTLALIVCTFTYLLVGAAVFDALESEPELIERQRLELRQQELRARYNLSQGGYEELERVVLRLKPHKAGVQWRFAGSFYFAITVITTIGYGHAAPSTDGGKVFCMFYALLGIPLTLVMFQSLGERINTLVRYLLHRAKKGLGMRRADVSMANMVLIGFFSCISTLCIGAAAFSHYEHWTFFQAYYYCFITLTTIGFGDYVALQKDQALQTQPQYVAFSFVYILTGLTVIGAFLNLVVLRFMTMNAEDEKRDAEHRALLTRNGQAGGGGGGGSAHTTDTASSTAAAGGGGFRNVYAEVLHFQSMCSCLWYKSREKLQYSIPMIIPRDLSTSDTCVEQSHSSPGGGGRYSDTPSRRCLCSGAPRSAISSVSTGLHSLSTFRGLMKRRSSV
* hit, by the source's call; i = inactive; ? = inconclusive; / = not tested or not shown. Not all compounds are listed; count on the stated rates, not on these rows.

SMILES	PolyA inh	Dyrk1A ADPGlo	KCNK9 block	KCNQ1 inh	RGS4 pot	hERG rescue	GSK3beta inhib	KCNQ1 pot	HDAC3 inhib	GSK3 alpha inh	KCNK3 inh
CN(CC(=O)Nc1cccc(S(=O)(=O)N2CCCC2)c1)CC(=O)Nc1ccc(Cl)c(C(F)(F)F)c1	i	-3	i	i	i	-14	3	i	9	0	-11*
C=CCOC(=O)C1=C(C)NC(=O)NC1c1ccc(OC(=O)c2ccco2)c(OC)c1 (centres undefined)	i	-3	i	i	i	-10	-2	i	?	/	i
CC12CCC(C(=O)N3CCCc4ccccc43)(OC1=O)C2(C)C (centres undefined)	i	3	i	i	i	-10	1	i	-1	1	i
c1ccc(OCc2nnc(-c3ccccc3)o2)cc1	i	5	i	i	i	-15	0	i	0	-1	i
COc1cc2c(cc1OC)C(c1cccc(OC)c1OC)CC(=O)N2 (centres undefined)	i	-4	i	i	i	-7	2	i	-7	-2	i
O=C(CSc1nnc(Cc2cccs2)n1C1CCCCC1)N1CCN(C(=O)c2ccco2)CC1	i	-3	i	i	i	-10	1	i	9	-1	i
CC(=O)Nc1ccc(NC(=O)C2CC(=O)N=C(N)S2)cc1 (centres undefined)	i	12	i	i	i	0	-3	i	15	/	i
COc1ccc(CNc2nc3nc(C)cc(C)n3n2)cc1OC	i	6	i	i	i	-7	-6	i	1	-3	i
O=C(c1ccoc1)N1CCC2(CCCN(Cc3ccc(F)c(F)c3)C2)C1 (centres undefined)	i	6	i	i	i	-9	-1	i	3	1	i
COc1ccc(-n2cnc3cc(N)ccc32)cc1	i	6	i	i	i	2	-5	i	2	0	i
CCOC(=O)c1c(N)sc2c1CCS(=O)(=O)C2	i	3	i	i	i	-8	-1	i	3	-6	i
CCN(CC(=O)Nc1ccccc1OC)C(=O)c1ccc(N(C)S(=O)(=O)c2ccc(C)cc2)cc1	i	12	i	i	i	-13	-1	i	5	-1	i
CCOc1ccc(-n2cc(-c3ccccc3)c3c(=O)[nH]cnc32)cc1	i	3	i	i	i	-9	-1	i	12	1	i
Cc1cccc(C)c1NC(=O)CSCc1cccc(CSCC(=O)Nc2c(C)cccc2C)n1	i	0	i	i	i	-7	-8	i	-7	2	i
CCN(Cc1ccccc1)Cc1cc(OC)cc(OC)c1	i	-1	i	i	i	-14	5	i	4	-2	i
CC(C)(C)OC(=O)NNC(=O)Nc1ccccc1C(F)(F)F	i	1	i	i	i	-7	2	i	3	-5	i
CCN(CC)CC(=O)N(CC(=O)Nc1c(C)cc(C)cc1C)C1CCCCC1	i	-3	i	i	i	-14	1	i	-3	2	i
COc1ccc(CC(=O)NCCC(C)C)cc1S(=O)(=O)N1CCOCC1	i	-5	i	i	i	-7	1	i	12	-3	i
COc1ccc2nc(C)cc(N3CC(C)OC(C)C3)c2c1 (centres undefined)	i	-2	i	i	i	-13	1	i	6	2	i
Cc1csc2nc(O)c(C(=O)NC3CCCCC3C)c(=O)n12 (centres undefined)	i	1	i	i	i	-3	3	i	-1	0	i
Cc1ccc(OCC(=O)N[C@@H](C)c2nnc3ccccn23)cc1C	i	2	i	i	i	-6	4	i	3	-2	i
Cc1nc(CC(=O)N2CCN(c3cccc(C)c3C)CC2)cs1	i	1	i	i	i	-14	-4	i	3	1	i
N#Cc1cnn2c(-c3ccccc3)ccnc12	i	2	i	i	i	-5	0	i	-35	0	i
COc1cccc(NC(=O)CSC2=C(C#N)C(c3ccco3)C3=C(CCCC3=O)N2)c1 (centres undefined)	i	10	i	i	i	-14	-3	i	-7	4	i
CCOc1ccc(CCNC(=O)c2cc3sccc3n2CC)cc1OCC	i	2	i	i	i	-10	-1	i	1	0	i
COc1cccc(CC(=O)NC2CCSc3ccccc32)c1 (centres undefined)	i	-1	i	i	i	-7	/	i	0	-2	i
Cc1nn(C)c(Oc2cccc(Cl)c2)c1C(=O)Nc1ccc(F)cc1F	i	4	i	i	i	-8	-3	i	6	0	i
O=C(NC12CC3CC(CC(C3)C1)C2)c1ccc(-c2ccccc2Cl)o1	i	-9	i	i	i	-5	0	i	3	-1	i
C=CCn1c(=O)c(C(=O)Nc2ncccc2O)c(O)c2ccccc21	i	4	i	i	i	-4	4	i	2	8	i
CCOC(=O)c1ccc2nc(NC(=O)c3ccco3)sc2c1	i	17	i	i	i	-7	-8	i	2	0	i
Cc1onc(-c2ccccc2)c1CNC(=O)Nc1ccc(F)cc1F	i	/	i	i	i	-7	-14	i	3	-1	i
CCOC(=O)c1sc(NC(=O)CSc2nc3ccccc3s2)c(C(=O)OCC)c1C	i	/	i	i	i	-14	1	i	-2	1	/
Cc1nc(-c2ccc(C(=O)N3CCOCC3)cc2)cs1	i	-4	i	i	i	-3	-2	i	9	3	i
COc1ccc(C(=O)Nc2nnc(C3=COCCO3)o2)cc1	i	-14	i	i	i	-5	0	i	-4	-2	i
O=C(CSCc1c[nH]c(=O)[nH]c1=O)OCC(=O)c1ccc(Br)cc1	i	-4	i	i	i	-2	-1	i	0	2	i
Cc1nnc(SC(C)C(=O)Nc2ccc(S(=O)(=O)NC3CCCCC3)cc2)s1 (centres undefined)	i	2	i	i	i	-7	2	i	2	-2	i
O=C1C=CC(=O)N1Nc1ccc(Br)cc1	i	1	i	i	i	-10	-2	i	1	-2	i
N#Cc1ccccc1OCC(=O)OCC(=O)N1CCN(C(=O)c2ccco2)CC1	i	-2	i	i	i	-17	0	i	-2	-2	i
Cc1ccc(OC(C)C(=O)N2CC(=O)Nc3ccccc32)c(C)c1 (centres undefined)	i	23	i	i	i	-1	3	i	-3	2	i
Fc1ccc2nc(-c3ccccc3)nc(SCc3nnc(-c4ccccc4)o3)c2c1	i	-3	i	i	i	-11	-1	i	-1	-2	i
CCOc1ccc(S(=O)(=O)NC(Cc2c[nH]c3ccccc23)C(=O)O)cc1 (centres undefined)	i	-4	i	i	i	-3	5	i	2	-2	i
Cc1ccc(C(C(=O)NC(C)(C)C)N(Cc2ccco2)C(=O)CCC(=O)Nc2ccccn2)cc1 (centres undefined)	i	1	i	i	i	-17	1	i	-4	-2	i
CCCCC(=O)NC1(C(F)(F)F)C(=O)N(CC(C)C)C2=C1C(=O)CC(C)(C)C2 (centres undefined)	i	-13	i	i	i	0	-2	i	5	8	i
CCn1cc(C(=O)N2CCCc3ccccc32)c2cc(OC)c(OC)cc2c1=O	i	11	i	i	i	-12	3	i	?	-5	i
COc1cccc(N=Nc2c(=O)[nH]n3c(C)cc(C)nc23)c1	i	6	i	i	i	-12	1	i	13	-1	i
CC(=O)N1[C@H](C)C=C[C@]1(Cc1ccccc1)C(=O)NCCN1CCOCC1	i	-5	i	i	i	-6	0	i	-7	0	i
COc1ccc(OC)c(/C=C2\SC(N3CCCCC3)=NC2=O)c1	i	/	i	i	i	1	-1	i	10	2	i
COC(=O)c1cc(Br)c(=O)n(CCN2CCOCC2)c1	i	9	i	i	i	-6	-4	i	-4	-1	i
O=C(Nc1c(-c2ccccc2)nc2ccccn12)c1ccccc1F	i	-6	i	i	i	-6	-5	i	/	0	i
O=C(Nc1ccccn1)c1ccc(S(=O)(=O)N2CCCCC2)cc1	i	-3	i	i	i	-10	-6	i	0	3	i

Next part.
SMILES	PolyA inh	Dyrk1A ADPGlo	KCNK9 block	KCNQ1 inh	RGS4 pot	hERG rescue	GSK3beta inhib	KCNQ1 pot	HDAC3 inhib	GSK3 alpha inh	KCNK3 inh
Cc1ccc(NC(=O)c2oc3ccccc3c2C)nc1	i	/	i	i	i	-8	-1	i	3	-20	i
COc1ccnc(-n2cccc2C#N)c1C#N	i	0	i	i	i	-4	1	i	?	-2	i
Cc1cc(C)n(C(=O)CCN2C(=O)c3ccccc3C2=O)n1	i	0	i	i	i	-4	2	i	4	-3	i
O=C(CCS(=O)(=O)c1ccc(Br)s1)NCc1ccc2c(c1)OCO2	i	42	i	i	i	-4	-3	i	1	-2	i
COc1cc(/C=N/OCC(=O)NC23CC4CC(CC(C4)C2)C3)ccc1OCc1ccccc1	i	-3	i	i	i	-5	3	i	6	1	i
C=C1CC[C@@H]2[C@](C)(CO)[C@H](O)CC[C@@]2(C)[C@@H]1/C=C/C1=CCOC1=O	i	0	i	i	i	-8	1	i	3	-3	i
O=c1[nH]c2ccccc2s1	i	-7	i	i	i	-8	1	i	3	-1	i
CCOC(=O)c1nc(Nc2cccc(C)c2)c2ccccc2n1	i	/	i	i	i	-11	-1	i	2	-2	i
COc1ccc(NC(=O)C(C)N2c3cccc4cccc(c34)S2(=O)=O)cc1 (centres undefined)	i	-5	i	i	i	-9	-1	i	/	/	i
O=C1CSC(c2ccccc2Cl)N1 (centres undefined)	i	-1	i	i	i	-8	-2	i	-8	-1	i

Continued, starting with the last two of the part before.
SMILES	PolyA inh	Dyrk1A ADPGlo	KCNK9 block	KCNQ1 inh	RGS4 pot	hERG rescue	GSK3beta inhib	KCNQ1 pot	HDAC3 inhib	GSK3 alpha inh	KCNK3 inh
COc1ccc(NC(=O)C(C)N2c3cccc4cccc(c34)S2(=O)=O)cc1 (centres undefined)	i	-5	i	i	i	-9	-1	i	/	/	i
O=C1CSC(c2ccccc2Cl)N1 (centres undefined)	i	-1	i	i	i	-8	-2	i	-8	-1	i
CCOc1ccc(N/C(C)=C\C(=O)c2ccc3c(c2)OCCO3)cc1	i	3	i	i	i	-12	1	i	8	-1	i
COc1ccc(OCCCCn2c(CO)nc3ccccc32)cc1	i	16	i	i	i	-10	1	i	4	-2	i
CN1CCN(C(=O)CSc2nc(-c3ccco3)cc(C(F)(F)F)n2)CC1	i	-1	i	i	i	-2	-1	i	-2	1	i
COc1cc(NC(=O)c2ccc(COc3ccccc3Br)o2)cc(OC)c1OC	i	-3	i	i	i	-10	1	i	12	-2	i
Cc1ccc2nc(SCC(=O)NC(=O)NCc3ccco3)[nH]c2c1	i	17	i	i	i	-7	-2	i	-11	-5	i
COc1ccccc1NC(=O)C(=O)NCC1COc2ccccc2O1 (centres undefined)	i	-5	i	i	i	-5	2	i	6	-2	i
CCOc1cc(-n2nc(C)c(C#N)c2N)nc(SC)n1	i	/	i	i	i	-19	3	i	/	/	/
CC1=CC2=NC(=O)/C(=C\c3ccc(OC(=O)c4ccco4)cc3)C(=N)N2O1	i	-5	i	i	i	-6	2	i	3	-3	i
